Assay outcomes deposited in PubChem BioAssay by several laboratories.
M4 PAM = positive allosteric modulators of human muscarinic M4 receptor; P08173; CHO-K1 hM4/Gqi5, Fluo-8 calcium fluorescence, ACh EC20; 0% = ACh EC20, 100% = maximal ACh; activation, % at 3 µM; actives 0.4% (n = 360,000);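 active = activation above its plate's cutoff, the mean activation of sample wells plus 3 SD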; note: some results filed as inactive read as strong as hits
Target sequence (P08173 whole entry, looked up): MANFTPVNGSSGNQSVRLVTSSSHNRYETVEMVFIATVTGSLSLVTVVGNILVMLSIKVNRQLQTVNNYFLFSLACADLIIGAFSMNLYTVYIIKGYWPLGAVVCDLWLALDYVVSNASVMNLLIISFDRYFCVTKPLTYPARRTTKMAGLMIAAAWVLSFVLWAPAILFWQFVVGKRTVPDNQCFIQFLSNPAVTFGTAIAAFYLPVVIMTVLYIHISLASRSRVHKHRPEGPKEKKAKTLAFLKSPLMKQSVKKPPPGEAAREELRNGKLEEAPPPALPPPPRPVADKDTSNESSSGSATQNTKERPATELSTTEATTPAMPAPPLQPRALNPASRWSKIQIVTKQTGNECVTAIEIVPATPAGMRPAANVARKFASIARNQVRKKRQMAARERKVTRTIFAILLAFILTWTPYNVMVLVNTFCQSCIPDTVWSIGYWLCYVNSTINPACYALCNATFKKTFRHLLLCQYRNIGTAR
CHRM5 agonist = agonists of human muscarinic M5 receptor (CHRM5). P08912. CHO-K1 hM5 cells, Fluo-8 calcium fluorescence; 0% DMSO wells, 100% maximal acetylcholine response. activation, % at 3 µM. actives 0.19% (n = 360,000). AID 624037;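 active = activation above the run's mean over test compounds plus 3 SD, cut at about 23% in these data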;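 note: signal is peak over basal fluorescence ratio across the kinetic read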
M5 antag = CHRM5 antagonism in calcium assay. inhibition, % at 3 µM. actives 0.59% (n = 360,000). CHO-hM5 cells, Fluo-8 calcium fluorescence, ACh EC80. P08912. AID 624040;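 active = inhibition above a per-plate cutoff, the mean of that plate's test compounds plus 3 SD, cut at about 27% in these data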;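 note: 0% = acetylcholine EC80 with DMSO and 100% = DMSO without agonist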
CHRM1 PAM = human CHRM1 positive allosteric modulation. P11229. CHO-K1 hM1, Fluo-8 calcium fluorescence, ACh EC20; 0% = ACh EC20, 100% = maximal ACh. activation, % at 3 µM. actives 0.088% (n = 360,000). AID 588819; in the data active = activation above about 19%, passing the limit was not always enough
Target sequence (P11229 whole entry, looked up): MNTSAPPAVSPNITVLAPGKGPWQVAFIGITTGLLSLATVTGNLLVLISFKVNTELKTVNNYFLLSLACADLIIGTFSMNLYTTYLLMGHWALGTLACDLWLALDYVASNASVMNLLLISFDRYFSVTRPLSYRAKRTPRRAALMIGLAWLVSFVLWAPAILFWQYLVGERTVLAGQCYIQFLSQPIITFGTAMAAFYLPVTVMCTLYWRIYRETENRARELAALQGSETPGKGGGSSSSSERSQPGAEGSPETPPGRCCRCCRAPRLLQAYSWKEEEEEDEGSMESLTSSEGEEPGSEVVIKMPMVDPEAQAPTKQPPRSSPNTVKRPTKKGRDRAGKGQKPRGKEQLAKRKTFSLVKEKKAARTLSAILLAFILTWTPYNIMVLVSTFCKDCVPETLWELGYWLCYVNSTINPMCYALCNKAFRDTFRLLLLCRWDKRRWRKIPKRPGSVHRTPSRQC
M4 antag = blocks acetylcholine activation of human M4 receptor. P08173. CHO-hM4 cells, ACh EC80, Fluo-8 calcium fluorescence. inhibition, % at 3 µM. actives 0.73% (n = 360,000);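 active = inhibition above its plate's cutoff, the mean inhibition of sample wells plus 3 SD, cut at about 27% in these data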;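 note: 0% = acetylcholine EC80 with DMSO and 100% = DMSO without agonist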
M5 PAM = CHRM5 positive allosteric modulation. P08912. CHO-K1 hM5, Fluo-8 calcium, ACh EC20 PAM; 0% = ACh EC20, 100% = ACh EC100. activation, % at 3 µM. actives 0.3% (n = 360,000). AID 624038;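 active = activation above the run cutoff, the mean activation of all test compounds plus 3 SD, cut at about 18% in these data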
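Test system: CHO-K1 hM5 cells / Doses: single-point, 3 µM nominal / Times: Post-acetylcholine fluorescence recording 140 s / Technique: Fluo-8 calcium fluorescence / Measure: Max/basal fluorescence ratio as % of EC20–EC100 ACh window / Benchmarks: low control EC20 acetylcholine (0%), high control EC100 acetylcholine (100%) / Replicates: one well per compound, no replicates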
CRFR2-BP antag = CRF-BP/CRF-R2 complex antagonism; HEK293 CRF-R2/CRF-BP, CRF-induced calcium fluorescence; inhibition, % at 11.8 µM; actives 0.59% (n = 350,000); AID 588475;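 active = inhibition of the ligand-induced calcium signal above about 50% at the single tested concentration, limit read from the data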
CRFR2-BP ag = CRF-BP/CRF-R2 complex agonism. actives 0.46% (n = 350,000). activation, % at 13.2 µM. HEK293 CRF-R2/CRF-BP, calcium dye fluorescence (FLIPR); percent of saturating CRF peptide response. AID 588473;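 active = activation of at least 50%, plus an integration ratio under a set limit after plate pattern correction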;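 note: plate controls were neutral control wells without compound for no effect and CRF at EC100 for full effect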
M4 ag = agonists of human muscarinic M4 receptor (CHRM4). P08173. CHO-K1 hM4/Gqi5, Fluo-8 calcium fluorescence; vehicle 0%, full acetylcholine response 100%. activation, % at 3 µM. actives 0.14% (n = 360,000);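 active = activation above the run mean over all test wells plus 3 SD, cut at about 32% in these data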;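 note: peak over basal fluorescence ratio per well then scaled between controls; 0% = DMSO wells and 100% = acetylcholine at EC100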
Starred values were filed as active, the others as inactive; nt = no result given.

SMILES	M4 PAM	CHRM5 agonist	M5 antag	CHRM1 PAM	M4 antag	M5 PAM	CRFR2-BP antag	CRFR2-BP ag	M4 ag
COc1cc(-c2ccc3oc(-c4cccc(C)c4)c(C#CC4(O)CCCCC4)c3c2)cc(OC)c1OC	4	11	-3	4	-3	10	-3	0.2	2
COc1cc(CNc2ncnc3c2ncn3[C@H]2CN(Cc3cccc4ccccc34)C[C@@H](CO)O2)cc(OC)c1OC	-5	1	1	-2	9	-5	nt	nt	9
CSc1nc2nc(C)c(C/C=C/c3ccccc3)c(=O)n2[nH]1	7	0	-1	10	-14	-1	19	-2.9	-1
CCOc1ccc(S(=O)(=O)N2CCOCC2)cc1NC(=O)C1CSC2(C)CCC(=O)N12 (configuration not stated)	-3	1	6	0	-1	-4	15	-0.9	2
CC(=O)N1CCN(S(=O)(=O)c2cccc(C(=O)NC3CCCc4ccccc43)c2)CC1 (configuration not stated)	0	-3	-2	4	-6	-2	1	0.1	1
COc1ccc(N2CCN(C(c3ccccc3OC)c3nnnn3C3CCCC3)CC2)cc1 (configuration not stated)	4	-7	-1	1	-4	-4	6	2.6	1
Cc1ccc(C(=O)COC(=O)CCc2ccc(S(=O)(=O)N3CCCCC3)cc2)cc1	14	-2	-3	11	-13	2	-21	15	0
COc1ccc(OC)c(C2=NOC(C(=O)Nc3cc(C)on3)C2)c1 (configuration not stated)	-3	-4	2	6	-1	3	4	-4.8	0
Cc1ccc(C(C)C)cc1S(=O)(=O)NC1CC(C)(C)NC(C)(C)C1	6	-7	1	14	-14	5	-27	-1.5	2
COc1ccc(NC(=O)N(C)C[C@H]2Oc3cc(Br)ccc3S(=O)(=O)N([C@H](C)CO)C[C@@H]2C)cc1	1	0	12	9	0	-5	17	-1.1	1
CCOCCc1nnc(NC(=O)Cc2ccc(Br)cc2)s1	1	8	4	11	-3	-4	-40	-2.0	2
Cn1c(NC(=O)c2ccccc2F)cc(=O)n(C)c1=O	-2	-1	-2	8	1	2	8	4.3	1
O=C(COC(=O)c1ccco1)Nc1nnc(-c2ccccc2)o1	5	-4	13	17	-1	-2	6	0.5	0
Cc1cc(O)cc2c1C1CCC3(C)C(O)CCC3C1C=C2 (configuration not stated)	5	5	8	-6	-3	2	-17	1.2	4
O=C(C[C@@H]1C[C@@H]2c3cc(NC(=O)C4CCOCC4)ccc3O[C@@H]2[C@H](CO)O1)NCc1ccccn1	8	1	1	0	-8	7	3	2.6	1
CCOc1ccccc1Nc1ncccc1C(=O)N1CCCC1	-5	3	11	1	4	-8	3	-0.2	0
O=[N+]([O-])c1ccc(S(=O)(=O)NCC(c2cccnc2)N2CCc3ccccc32)cc1 (configuration not stated)	6	1	3	4	-4	0	19	-1.1	3
COc1ccc(C(CCN2CCCCC2)c2c(OC)cc(OC)c3c(-c4ccccc4)cc(=O)oc23)cc1 (configuration not stated)	10	7	14	13	34*	3	-32	59*	31
CCOC(=O)c1[nH]c2ccc(OC)cc2c1NC(=O)CCN1CCN(Cc2ccccc2)CC1	-10	-13	12	-18	2	-18	-4	-1.9	2
Cn1c(=N)n(CC(=O)c2ccc(F)cc2)c2ccccc21	-2	-5	16	1	-2	-4	-8	0.1	0
Fc1ccc(C2=Nn3c(Cc4ccccc4F)nnc3SC2)cc1	16	-3	-3	7	-5	-1	-3	0.1	4
COc1cccc(-n2c(-c3ccccc3)c[nH]c2=S)c1	1	-3	-9	11	2	10	-5	-0.7	1
O=C(COC(=O)c1c[nH]c2ccccc12)Nc1cccc(F)c1	0	4	4	-4	-4	-5	1	0.8	9
O=S(=O)(c1cccc(C(F)(F)F)c1)N1CCN(C(=S)NC2CC2)CC1	-1	-1	5	8	-7	-5	21	-0.6	1
COc1cc(/C=C/C(=O)NCc2ccccn2)cc(OC)c1OC	7	-2	5	13	-2	-4	-4	3.4	0
CCOCCc1nnc(NC(=O)CS(=O)(=O)Cc2ccccc2)s1	-5	-2	-1	4	4	2	-5	0.1	-1
COC(=O)Cn1nnnc1-c1nc2cc(C)c(C)cc2[nH]c1=O	11	1	0	nt	-14	-6	nt	nt	0
O=C(CN1C(=O)c2ccccc2C1=O)N1CCCCC1	6	-2	2	1	-10	-1	48	-1.0	1
CCOC(=O)N1CCN(S(=O)(=O)c2ccc(C(=O)N(CCN(C)C)c3nc4c(C)cccc4s3)cc2)CC1	1	-5	-12	12	-1	4	-4	0.3	1
CC(CC(=O)Nc1ccc(F)c([N+](=O)[O-])c1)c1ccccc1 (configuration not stated)	-2	-2	-6	-3	-2	-7	8	1.9	4
CCOC(=O)c1[nH]cnc1C(=O)Nc1ccncc1	8	0	-2	2	0	5	31	-0.1	0
NC(=O)C(CCCCN1CCCCC1)(c1ccccc1)c1ccccc1	-9	-13	15	-30	37*	-21	1	-1.4	0
Cc1ccc(OCCCC(=O)Nc2ccc(S(=O)(=O)Nc3cc(C)on3)cc2)cc1	-3	-7	1	6	3	2	8	0.5	-1
COc1ccc(NS(=O)(=O)c2cccc(C(=O)N3CCCC3)c2)cc1	19	-5	4	10	0	-6	-1	0.3	1
CCc1sc(C(=O)Nc2nc(C)cs2)cc1C	0	-4	14	14	1	-4	-5	-2.8	0
O=c1cc(C(F)(F)F)oc2c1ccc1ccccc12	-4	0	6	7	-3	-4	-14	-0.1	1
O=C1c2ccccc2C(=O)C1c1ccnc2ccccc12	7	-1	-8	3	-12	17	-2	1.2	1
COc1ccc(-c2cc(C(F)F)n3ncc(C(=O)Nc4ccc(C(=O)N5CCOCC5)cc4)c3n2)cc1	-4	-2	16	4	8	11	16	-1.0	0
Cc1ccccc1OC(C)C(=O)Nc1cccnc1 (configuration not stated)	11	-1	-9	14	-10	3	2	-4.0	2
COC(=O)c1cc(S(=O)(=O)N2CCN(c3ccc(OC)cc3)CC2)cn1C	-2	4	-4	0	-12	-5	-3	-0.9	10
Cc1ccccc1C(=O)Nc1ccnc(-c2ccncc2)n1	-2	-2	3	5	-2	6	12	2.1	1
CCOc1ccc(-c2nc(CSc3nnc(N)s3)cs2)cc1OC	-3	-3	1	7	-8	-6	-20	-0.6	7
CCOC(=O)Cn1c(=O)oc2cc(S(=O)(=O)NC3CCCc4ccccc43)ccc21 (configuration not stated)	6	3	1	-2	1	-10	-3	0.1	6
Cc1cc(C)cc(N(CCC#N)C(=O)COC(=O)c2ccccc2SCC(=O)N2CCCC2)c1	-8	2	3	-6	4	-8	6	-0.1	15
CCCCCCN1C2=NCCN2c2ccccc21	-22	-5	0	2	29*	1	4	0.7	3
CCOC(=O)N1CCN(C(=O)C[C@@H]2C[C@@]3(C(=O)OCC)CCC=C3N(CCC3=CCCCC3)C2=O)CC1	8	1	5	nt	0	6	nt	nt	0
COC(=O)C(N)Cc1ccc(O)c(O)c1 (configuration not stated)	8	-1	-5	7	-6	3	-4	3.2	0
COC(=O)[C@]12CCCCC=C1N(CCc1ccc(OC)c(OC)c1)C(=O)[C@H](CC(=O)NCc1ccc(C)o1)C2	0	3	-3	nt	-10	-2	nt	nt	16

Structures shown so far that have an aryl thioether with sulfur outside any ring, in the order listed:
SMILES	M4 PAM	CHRM5 agonist	M5 antag	CHRM1 PAM	M4 antag	M5 PAM	CRFR2-BP antag	CRFR2-BP ag	M4 ag
CSc1nc2nc(C)c(C/C=C/c3ccccc3)c(=O)n2[nH]1	7	0	-1	10	-14	-1	19	-2.9	-1
CCOc1ccc(-c2nc(CSc3nnc(N)s3)cs2)cc1OC	-3	-3	1	7	-8	-6	-20	-0.6	7
Cc1cc(C)cc(N(CCC#N)C(=O)COC(=O)c2ccccc2SCC(=O)N2CCCC2)c1	-8	2	3	-6	4	-8	6	-0.1	15

Remaining list, next part.
SMILES	M4 PAM	CHRM5 agonist	M5 antag	CHRM1 PAM	M4 antag	M5 PAM	CRFR2-BP antag	CRFR2-BP ag	M4 ag
Cn1c(SCC(=O)Nc2ccc3c(c2)n(C)c(=O)n3C)nnc1-c1ccncc1	3	-5	2	7	-18	5	3	0.9	4
COc1cc(-c2noc(C)c2C#CC2(O)CCCCC2)cc(OC)c1OC	0	-7	7	0	-11	0	3	-6.6	10
CCOC(=O)N1CCN(C(=O)C(C)N(c2ccccc2)S(C)(=O)=O)CC1 (configuration not stated)	0	-2	11	5	7	-6	2	-0.1	1
CN(Cc1ccccc1)C(=O)c1cccc(NC(=O)Cc2ccc(NC(=O)C3CCN(C(=O)CCc4ccccc4)CC3)cc2)c1	-9	-3	1	-8	16	-3	0	1.9	4
O=C(CC1CC2CCC1C2)N1CCN(S(=O)(=O)c2ccccc2F)CC1 (configuration not stated)	2	2	-3	2	-3	1	-13	-1.2	3
COc1ccc(CCNC(=O)COC(=O)/C=C/c2ccc(OCC#N)c(OC)c2)cc1	20	1	-4	-5	3	3	-1	0.3	1
Cc1ccc(C(C(=O)NC(C)(C)C)N(Cc2cccs2)C(=O)c2csnn2)cc1 (configuration not stated)	3	-11	1	11	-2	5	-24	-2.6	2
COc1cccc(CNc2nc(-c3cccnc3)nc3ccccc23)c1	-6	-9	-1	-3	-8	-2	96*	-2.3	7
CN(Cc1ccccc1)S(=O)(=O)c1ccccc1[N+](=O)[O-]	6	-5	-6	11	-5	-8	14	-1.5	1
Cc1cc(NC(=O)CSCC(=O)N(C)Cc2ccc(Cl)cc2Cl)no1	1	4	0	6	-10	1	17	-4.6	3
COc1cccc(NC(=O)c2cc(OC)c(OC)c(OC)c2Br)c1	-8	2	10	-5	-5	-12	6	-0.2	10
Cc1ccc2c(c1)C(C)CC(C)(C)N2C(=O)CN1CCN(C)CC1 (configuration not stated)	3	-17	9	8	4	-3	68*	-2.9	0
O=c1sc2ccccc2c(=O)n1Cc1ccccc1F	-6	-7	-4	1	-5	-14	10	-1.3	-1
Cc1cccc2[nH]c3c(N4CCN(C(=O)c5ccco5)CC4)ncnc3c12	-13	0	14	-7	3	-10	18	0.2	5
COc1cccc(NC(=O)C2C3C=CC4(O3)C2C(=O)N(CCCN2CCC(C)CC2)C4C(=O)NC2CCCCC2)c1 (configuration not stated)	0	0	-6	4	16	5	4	-0.7	0
CCOc1c(CNCc2ccc(C(=O)O)cc2)cccc1OC	6	-4	-1	12	-7	-13	-5	-0.1	0
C/C(=N\NC(N)=O)C1(C)CCCCC1	2	1	4	8	0	-5	4	-1.5	0
Cc1cc(NC(=O)CS(=O)(=O)c2c[nH]c3ccccc23)no1	-1	0	-3	2	-5	-5	-8	2.4	1
COc1cccc(/C=N/NC(=O)CSc2ccccc2C)c1O	1	2	2	-3	3	-6	-16	-0.1	2
COC(=O)c1cc(OC)c(OC)cc1N	14	-2	1	8	4	5	13	-4.0	0
Cc1cccc(NC(=O)COc2ccc(Br)cc2/C=N/O)c1	-13	-1	2	-4	10	-7	-20	4.9	5
O=C(CSc1nc2ccccc2[nH]1)c1ccc(Cl)s1	3	-3	5	7	1	-10	-3	-0.7	1
Cc1ccc(C(=O)N/C(=C\c2cccs2)C(=O)NC2CCCCC2)cc1	7	1	15	-4	-8	-6	7	-0.9	-1
Cc1cc(C(=O)N2CCN(c3ncccc3C#N)CC2)no1	-2	-4	15	8	-8	-4	-2	0.1	0
Cc1ccc2nc(SCc3nc4cc(Cl)ccc4c(=O)[nH]3)[nH]c2c1	-11	-2	5	5	9	-2	-1	-0.5	2
COc1ccc(Nc2ccncc2[N+](=O)[O-])cc1	-7	-3	4	2	1	13	-21	-0.2	0
